Screening results: PubChem BioAssay, Broad Institute
RAD52 anneal inh: RAD52 (human) annealing inhibition | 360,000 compounds, 0.46% hits | inhibition, % at 18.7 µM | AID 651710 | recombinant RAD52 DNA annealing, FRET fluorescence;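 active = every replicate showing at least 50% inhibition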
ERp5 inh: inhibitors of human ERp5; Q15084; ERp5 insulin aggregation, absorbance 650 nm, 90 min; inhibition, % at 9.99 µM; 350,000 compounds, 0.05% hits;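 active = mean replicate inhibition above about 25%, with every replicate also reaching it, limit read from the data, passing the limit was not always enough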
Target sequence (Q15084 whole entry, looked up): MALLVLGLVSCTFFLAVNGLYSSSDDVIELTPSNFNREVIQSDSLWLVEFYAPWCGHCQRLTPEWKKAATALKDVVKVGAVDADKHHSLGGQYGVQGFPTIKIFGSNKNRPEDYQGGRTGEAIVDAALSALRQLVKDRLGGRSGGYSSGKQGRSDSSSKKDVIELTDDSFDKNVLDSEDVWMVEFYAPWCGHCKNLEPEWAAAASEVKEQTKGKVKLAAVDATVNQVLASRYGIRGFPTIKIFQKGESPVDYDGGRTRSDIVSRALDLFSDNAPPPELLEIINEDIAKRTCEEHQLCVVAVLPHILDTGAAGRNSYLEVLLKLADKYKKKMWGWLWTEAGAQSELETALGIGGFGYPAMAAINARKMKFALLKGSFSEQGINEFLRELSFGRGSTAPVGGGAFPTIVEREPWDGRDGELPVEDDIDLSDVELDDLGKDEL
esBAF inh: inhibitors of esBAF chromatin remodeling in mouse ES cells. Bmi1-luciferase knock-in reporter, 24 h; 100% = twice the neutral-well signal. 350,000 compounds, 2% hits. reporter increase, % at 12.5 µM. AID 602393; in the data active = activation above about 40%;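 also: 0% = median of the plate's neutral control wells and 100% = double that signal; a rise in the Bmi1 reporter signal indicates esBAF inhibition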
RAD54 inh: blocks human RAD54 Holliday junction branch migration | FAM/BHQ fluorescence | AID 602329 | inhibition, % at 10.4 µM | Q92698 | 360,000 compounds, 0.14% hits;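 active = mean normalized replicate activity at least 40 and at least half of replicates scoring 40 or more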;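 also: 0% = median of neutral control wells and 100% = median of positive control wells; inhibitors cause a drop in the FAM fluorescence signal; in these data hits start at about 50%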
PglD inh: inhibitors of Campylobacter jejuni PglD acetyltransferase; purified PglD enzyme, DTNB colorimetric CoA detection; inhibition, % at 12.5 µM; 360,000 compounds, 0.098% hits; AID 602405; in the data active = inhibition above about 16%, passing the limit was not always enough; also: strong numbers were not always called active
ARNT-TACC3 inh: disrupts binding between human ARNT and TACC3. Q9Y6A5. AlphaScreen His-ARNT PAS-B/GST-TACC3 binding, luminescence; TACC3 fragment carries E629A point mutation. inhibition, % at 9.99 µM. 390,000 compounds, 0.66% hits. AID 623870;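 active = mean inhibition of replicates at least 50% and at least half of replicates each reaching 50%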;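 also: 0% = complete ARNT plus TACC3 wells and 100% = ARNT alone without TACC3; many hits fall short of the cut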
E-selectin induc: induces E-selectin expression in human endothelial cells | P16581 | HUVEC E-selectin immunofluorescence imaging; normalized: neutral wells 0, TNF-alpha wells 100 | activation, % at 7.58 µM | 260,000 compounds, 0.37% hits | AID 686992;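 active = mean E-selectin-positive cell signal at least 10% of the positive control, reached in at least 60% of replicates, without over 20% cell loss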;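 also: in these data hits start at about 27%; measured in HUVEC primary endothelial cells; signal is the percent of cells scored E-selectin positive by PE staining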
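System: HUVEC, human umbilical vein endothelial cells; quantity: 3,000 cells/well; buffer or medium: EGM-2 medium, gelatin-coated wells; dosing: single-point compound dose; detection: immunofluorescence imaging; evaluation: % PE-positive cells; benchmarks: TNF-alpha, DMSO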
Casp6 inh: blocks human caspase-6 cleavage activity; P55212; purified caspase-6, Z-VEID-R110 cleavage fluorescence; inhibition, % at 12.5 µM; 350,000 compounds, 0.53% hits; AID 686996;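 active = mean inhibition across replicates at least about 35%, with every replicate also reaching that limit, limit read from the data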;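 also: 0% = median of neutral control wells and 100% = no fluorescence left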
Target sequence (P55212 24-179 limits assumed): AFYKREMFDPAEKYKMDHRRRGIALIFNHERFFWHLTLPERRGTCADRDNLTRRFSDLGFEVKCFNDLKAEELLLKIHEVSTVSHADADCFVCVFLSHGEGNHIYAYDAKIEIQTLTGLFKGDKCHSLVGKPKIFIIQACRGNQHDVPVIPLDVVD
Target sequence (P55212 194-293 limits assumed): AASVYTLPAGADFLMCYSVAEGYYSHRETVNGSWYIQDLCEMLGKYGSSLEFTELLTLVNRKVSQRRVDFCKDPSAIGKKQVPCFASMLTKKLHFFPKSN
* = called active by the depositor; / = no result given. Rows are unselected, and some 3.2% of all compounds hit somewhere here.

SMILES | RAD52 anneal inh | ERp5 inh | esBAF inh | RAD54 inh | PglD inh | ARNT-TACC3 inh | E-selectin induc | Casp6 inh
O=C(N[C@@H]1C=C[C@@H](CC(=O)N2CCC(Cc3ccccc3)CC2)O[C@@H]1CO)c1cnccn1 | 5.0 | 3.2 | 5.8 | 6.2 | -0.3 | -0.7 | -0.1 | 5.1
CC(=O)Nc1ccc(S(=O)(=O)Nc2nc3ccccc3nc2N2CCc3ccccc3C2)cc1 | -32.9 | -0.8 | / | -7.0 | 6.5 | -0.2 | / | -3.8
O=C(CC[C@H]1O[C@@H](n2ccc(=O)[nH]c2=O)[C@H](O)[C@@H]1O)N1CCN(Cc2cccc3ccccc23)CC1 | -9.6 | -5.1 | -6.6 | -12.0 | -0.7 | / | -0.2 | 2.3
CCOC(=O)c1c(C)[nH]c(NC(=O)Nc2ccc(NC(C)=O)cc2)c1C | -28.6 | 1.8 | -0.1 | -6.0 | -3.0 | -14.5 | -1.7 | -3.2
O=C(Nc1ccc(Cl)c([N+](=O)[O-])c1)C(NCCCO)c1ccccc1 (stereo unspecified) | / | / | / | 0.6 | -4.4 | -3.3 | 0.4 | /
C=CCOc1ccc(/C(O)=C2\C(=O)C(=O)N(CCCOC)C2c2ccc(O)c(OC)c2)cc1 (stereo unspecified) | / | / | -1.2 | -11.9 | 4.0 | -4.6 | / | /
N#CCCn1nnc(-c2ccccc2F)n1 | / | / | 0.4 | -2.2 | 12.2 | -16.6 | / | /
NNC(=O)c1ccc(COCC(F)(F)F)cc1 | -6.6 | 3.6 | 1.8 | / | / | -1.2 | 0.1 | -1.6
C[C@@H]1CCCCO[C@@H](CN(C)Cc2ccc(C(=O)O)cc2)[C@@H](C)CN([C@H](C)CO)C(=O)c2cc(NC(=O)CCC(F)(F)F)ccc2O1 | -1.9 | 2.0 | -2.2 | 4.9 | 0.6 | -15.7 | -0.1 | 1.5
Cc1c(-c2ccc(/C=N/NC(=O)C(=O)Nc3ccccc3F)o2)cccc1[N+](=O)[O-] | -15.1 | 1.3 | / | -3.6 | -4.1 | / | 5.0 | 0.1
O=C(c1ccco1)N(Cc1ccccc1)Cc1ccccn1 | -14.7 | -14.0 | / | / | / | 0.0 | / | 1.8
Cn1c(SCc2c(F)cccc2Cl)nc2ccccc2c1=O | -11.4 | -0.8 | 2.1 | 0.0 | -2.0 | -1.0 | / | -0.4
C=CCNC(=O)CN(CCc1ccccc1)S(=O)(=O)c1ccccc1 | -4.7 | 3.9 | -5.2 | 10.6 | -0.6 | 8.3 | / | 2.5
Cc1c(C(=O)NCC2CCCO2)oc2ccc(S(=O)(=O)N3CC(C)CC(C)C3)cc12 (stereo unspecified) | -4.7 | -1.7 | 6.2 | 0.8 | / | -18.9 | -0.2 | 8.6
Cc1ccc(S(=O)(=O)N(C)C)cc1-n1c(SCC(=O)N(C)C)nc2ccccc2c1=O | -9.2 | 5.8 | 1.4 | / | / | -5.7 | 0.0 | 0.7
C[C@@H]1CCCCO[C@H](CN(C)S(=O)(=O)c2ccc(F)cc2)[C@@H](C)CN([C@H](C)CO)C(=O)c2cc(NS(=O)(=O)c3ccccc3)ccc2O1 | 25.1 | -1.4 | -1.0 | 10.5 | 0.1 | -1.9 | 0.1 | -1.9
O=C(Nc1ccc2c(c1)OCO2)C1CCN(C(=O)c2ccc(Cl)cc2)CC1 | -6.2 | 0.5 | -0.2 | -5.7 | -6.5 | 2.4 | -4.8 | 5.1
O=C(Cn1ncc2c1-c1ccccc1OC2)N1CCc2ccccc21 | -16.4 | -1.2 | 6.4 | 11.5 | -1.4 | -8.7 | 0.6 | 0.7
CCN(CC)S(=O)(=O)c1ccc(N=Nc2cc(C)cc(Br)c2O)cc1 | -17.0 | 4.6 | 1.7 | 6.1 | -3.5 | 1.5 | -0.1 | 1.6
CCOc1ccc(NC(=O)CN2C(=O)c3ccccc3C2=O)cc1 | -15.9 | -2.5 | 1.4 | -7.2 | -1.6 | -6.4 | / | -3.0

Two entries from above, with two lines to a compound:
Sequence of screens – RAD52 anneal inh, ERp5 inh, esBAF inh, RAD54 inh, PglD inh, ARNT-TACC3 inh, E-selectin induc, Casp6 inh
> C=CCOc1ccc(/C(O)=C2\C(=O)C(=O)N(CCCOC)C2c2ccc(O)c(OC)c2)cc1 (stereo unspecified)
 : /, /, -1.2, -11.9, 4.0, -4.6, /, /
> N#CCCn1nnc(-c2ccccc2F)n1
 : /, /, 0.4, -2.2, 12.2, -16.6, /, /

Other results follow.
SMILES | RAD52 anneal inh | ERp5 inh | esBAF inh | RAD54 inh | PglD inh | ARNT-TACC3 inh | E-selectin induc | Casp6 inh
CCOC(=O)c1oc2ccccc2c1COC(=O)CNC(=O)c1cc(OC)c(OC)c(OC)c1 | -6.9 | -4.4 | / | / | / | -2.5 | / | 5.0
CN1C(=O)CN(CCN2CC(=O)N(C)C(=O)C2)CC1=O | 7.5 | 3.0 | -4.2 | -13.4 | -6.8 | / | 0.0 | -2.9
CCN(CC)CCNC(=O)c1ccc(NC(=O)c2cccc(S(=O)(=O)N(C)C3CCCCC3)c2)cc1 | 13.9 | 0.5 | -16.5 | 17.7 | -0.4 | 5.5 | -0.4 | -206.5
O=C(ONC1=NCCCCC1)c1ccc([N+](=O)[O-])cc1 | -8.4 | -1.4 | / | / | / | 1.2 | / | 0.7
Cc1ccc2occ(/C=N/NC(=O)c3ccncc3)c(=O)c2c1 | -29.3 | 8.4 | -14.1 | 7.6 | -5.6 | -24.0 | -0.1 | 0.8
NC(=O)c1ccsc1NC(=O)COC(=O)Cc1ccccc1Cl | -32.0 | 8.9 | 12.8 | 3.9 | -1.8 | / | 1.3 | 1.3
C[C@H](CO)N1C[C@H](C)[C@@H](CN(C)S(=O)(=O)c2ccc(F)cc2)OCCCC[C@H](C)Oc2ccc(NS(=O)(=O)c3ccc(F)cc3)cc2C1=O | / | / | 1.0 | 13.8 | -0.4 | 0.2 | -0.3 | /
CC(=O)Nc1c(-c2ccccc2Cl)c(=O)c2ccccc2n1C | 0.2 | 4.5 | 6.1 | -3.7 | -3.6 | 4.3 | 0.2 | 0.0
CCOc1ccc(N2C(=O)CC(NCCc3c[nH]c4ccccc34)C2=O)cc1 (stereo unspecified) | -9.2 | -0.4 | / | / | / | / | 0.3 | 3.5
CCCCNC(=O)c1cc2c(-c3ccc(Cl)cc3)nn(C)c2s1 | -3.1 | -0.6 | -5.9 | 1.8 | 3.9 | -1.8 | / | 0.3
CCC(c1nnnn1-c1ccc2c(c1)OCCO2)N1CCN(c2cccc(C)c2C)CC1 (stereo unspecified) | -8.2 | -8.6 | / | / | / | / | -0.1 | -0.6
O=C1CCCc2[nH]c3cccc(/C(=C/c4ccccc4)c4ccccc4)c3c21 | -15.0 | 4.1 | -4.6 | -6.3 | 2.4 | 2.5 | -0.1 | -1.0
O=C(CSc1nnc(COc2ccc(Cl)cc2)o1)N1CCOCC1 | -3.0 | -5.3 | -5.0 | / | / | -7.9 | -1.0 | 2.5
CC(=O)NCC1CCCN(Cc2cn(-c3ccccc3)nc2-c2ccc3c(c2)OCO3)C1 (stereo unspecified) | 0.8 | 1.4 | / | / | / | -1.7 | 1.5 | -5.4
Cc1c(-c2csc(N)n2)cnn1C | -17.0 | -0.6 | 0.0 | 4.5 | -4.9 | -3.1 | 7.9 | -3.8
C[C@@H]1CN([C@H](C)CO)C(=O)c2cc(C#CCN(C)C)cnc2O[C@@H]1CN(C)Cc1ccncc1 | 2.9 | -8.4 | 1.5 | 0.9 | 2.6 | -4.0 | 1.3 | -22.7
C=CC[C@@H](CC(=O)N[C@H](CO)Cc1ccccc1)C(=O)NC[C@H](OC(=O)[C@@H](CC=C)Cc1ccc(F)cc1)c1ccccc1 | -15.2 | 2.5 | 0.0 | 2.9 | -1.6 | 0.8 | 0.4 | -1.0
COc1cccc(-c2ccc([C@@H]3[C@H](CO)N4C(=O)CN(C(=O)C5CCC5)C[C@@H]34)cc2)c1 | -2.0 | -2.6 | / | / | / | / | 0.2 | 1.5
CCCc1ccc(C(=O)CN2C(=O)C(=O)N(C3CCCC3)C2=O)cc1 | -2.2 | 6.1 | 17.2 | -0.5 | -4.6 | 0.3 | 0.3 | 1.2
O=C(NO)c1ccc(OC(F)F)cc1 | 2.4 | -6.1 | / | / | / | 11.8 | / | 5.0
COc1cc(OC)c(C2N(c3cc(C)on3)C(=O)C3CCCN32)cc1OC (stereo unspecified) | / | / | -10.0 | -2.2 | 2.1 | -2.0 | / | /
CCCCC(=O)NNC(=O)CC(=O)Nc1ccccc1C(=O)O | -18.0 | -5.6 | -8.4 | / | / | -3.2 | 3.2 | 0.4
Cc1ccc(OCC(=O)OC2CCS(=O)(=O)C2)cc1 (stereo unspecified) | / | / | -1.0 | 2.5 | -2.3 | 17.9 | / | /
Cc1ccc(S(=O)(=O)N/N=C/c2cccs2)cc1 | 1.3 | 0.1 | / | / | / | / | 1.8 | -2.8
Cc1onc(-c2ccccc2)c1C(=O)N1CCN(Cc2ccccc2)CC1 | -8.3 | -2.4 | -3.5 | 3.1 | -2.7 | 8.0 | / | -0.6
O=C(C[C@@H]1CC[C@@H]2[C@H](COC[C@H](O)CN2C(=O)Nc2ccc(Cl)cc2)O1)N1CCCCC1 | 4.7 | -2.9 | 27.3 | 3.3 | 2.5 | -5.9 | 0.3 | 0.3
CCN(CC)S(=O)(=O)c1ccc2c(c1)c(C(=O)O)cn2C | / | / | -2.6 | -1.3 | -0.3 | -3.4 | / | /
O=C(CCl)c1ccc2c(c1)CCN2C(=O)C1CCCCC1 | -19.2 | 0.7 | / | / | / | -0.7 | -0.3 | 0.7
C[C@@H]1CN([C@@H](C)CO)S(=O)(=O)c2ccc(-c3ccncc3)cc2O[C@@H]1CN(C)C(=O)CN(C)C | 7.3 | -4.2 | -6.0 | 7.0 | -1.2 | 0.2 | -4.7 | -1.5
COc1ccc(NC(=O)CSc2nc(N)cc(=O)[nH]2)cc1S(=O)(=O)N1CCCCC1 | -7.0 | 14.8 | -4.7 | 11.5 | -1.8 | -4.8 | / | 1.5
S=c1[nH]nc(-c2cc(-c3ccccc3)n[nH]2)n1/N=C/C(Br)=C/c1ccccc1 | -14.0 | 2.4 | / | -1.9 | 0.7 | / | -0.1 | -4.9
O=S1(=O)N[C@@H](Cc2ccccc2)COc2cc(NCCCN3CCOCC3)ccc21 | -6.4 | 1.4 | / | / | / | / | 0.0 | -9.0
Cc1ccc(C(=O)C(C)OC(=O)CNC(=O)c2ccc(Br)o2)cc1 (stereo unspecified) | -9.8 | -13.0 | / | / | / | -5.0 | -0.3 | 1.0
Cc1noc(C)c1NC(=O)N(C)C[C@@H]1OCCCC[C@H](C)Oc2ccc(NC(=O)Cc3ccccc3)cc2C(=O)N([C@@H](C)CO)C[C@@H]1C | -8.7 | -4.0 | 2.0 | -2.9 | -1.6 | -1.2 | 0.1 | -3.6
C=CCc1ccccc1OCC(O)CN1CCN(CCN2C(=O)c3cccc4cccc(c34)C2=O)CC1 (stereo unspecified) | 24.2 | 4.9 | / | 99.5* | -5.0 | / | / | 0.7
CC1(C)CC(=O)c2sc(NS(=O)(=O)c3cc(Cl)ccc3Cl)nc2C1 | -10.3 | -1.8 | -5.6 | / | / | 2.1 | -0.1 | 3.1
O=C(OCC(=O)C12CC3CC(CC(C3)C1)C2)c1cccnc1 | -10.6 | -0.6 | / | / | / | 1.4 | / | -3.0
Cc1ccc(Cn2ccc(NC(=O)c3noc4c3CCCCC4)n2)cc1 | / | / | 37.0 | 7.2 | 3.2 | -2.5 | / | /
COc1cc(C2/C(=C(\O)c3ccc4c(c3)CC(C)O4)C(=O)C(=O)N2CCN2CCOCC2)cc(OC)c1OC (stereo unspecified) | -11.6 | 1.9 | 7.0 | 1.4 | 4.4 | -10.8 | / | 1.8
